GPR7 antagonist: GPR7 receptor antagonists, primary screen, cell-based, fluorescence, single concentration | Neuropeptides B/W receptor type 1 (Homo sapiens), P48145 | GPR7-expressing cells, fluorescence antagonist assay | inhibition, % at 4.4 µM | 1.1% of 290,000 active; in the data active = inhibition above about 16%, passing the limit was not always enough;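 note: cells stimulated with the agonist NPW; 0% = agonist with vehicle and 100% = vehicle without agonist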
Target sequence (P48145 whole entry, looked up): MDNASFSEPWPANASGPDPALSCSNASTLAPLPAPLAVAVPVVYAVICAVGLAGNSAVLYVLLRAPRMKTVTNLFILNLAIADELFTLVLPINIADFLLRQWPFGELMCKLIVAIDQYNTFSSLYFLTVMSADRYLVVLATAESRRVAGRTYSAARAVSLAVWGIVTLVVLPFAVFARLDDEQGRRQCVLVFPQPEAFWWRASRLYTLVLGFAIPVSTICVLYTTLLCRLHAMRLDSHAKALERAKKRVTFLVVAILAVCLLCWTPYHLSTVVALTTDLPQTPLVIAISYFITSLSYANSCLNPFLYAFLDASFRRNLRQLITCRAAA
DNA FID counter: compounds displacing fluorescent DNA intercalator, primary screen, artefact control for HCV NS3 helicase inhibitor project, biochemical, FID fluorescence. 0.17% of 290,000 active. DNA fluorescent intercalator displacement. inhibition, % at 7.9 µM; in the data active = inhibition above about 37%;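 note: 0% = vehicle and 100% = reference compound; higher means more ethidium bromide displaced from hairpin DNA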
OXTR ag: human OXTR agonists, primary screen, fluorescence, CHO-OTR cells, Fluo-8 calcium. Oxytocin receptor (Homo sapiens), P30559. Fluo-8 calcium fluorescence; normalized: DMSO 0%, oxytocin 100%. activation, % at 3 µM. 0.32% of 320,000 active;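 active = activation above the mean of all tested compounds plus 3 SD, cutoff set per screening run, cut at about 20% in these data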;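 note: peak over basal fluorescence ratio from a 100 s FLIPR kinetic read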
MEKK3 PB1 HTS: modulators of MEKK3-MEK5 PB1 binding, primary screen, biochemical, wildtype MEKK3, multiplex bead flow cytometry, Alexa488-MEK5; Mitogen-activated protein kinase kinase kinase 3 (Homo sapiens), Q99759; bead-based flow cytometry, Alexa488-MEK5 binding to MEKK3; actives lie on both sides; 0 = blocked by unlabeled MEK5, 100 = vehicle; binding response (% of control), % at 10 µM; 1.4% of 290,000 active; AID 1529, 2009;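 active = binding response more than 3 SD above or below the average of its plate-row segment, actives on both sides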;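 note: Alexa488 bead fluorescence after subtracting the streptavidin-only scavenger bead signal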
PHOSPHO1 block: PubChem AID 1565; Phosphoethanolamine/phosphocholine phosphatase (Homo sapiens), Q8TCT1; recombinant PHOSPHO1, absorbance phosphatase assay; inhibition, % at 13.3 µM; 1.1% of 290,000 active; in the data active = inhibition above about 60%
Target sequence (Q8TCT1 whole entry, looked up): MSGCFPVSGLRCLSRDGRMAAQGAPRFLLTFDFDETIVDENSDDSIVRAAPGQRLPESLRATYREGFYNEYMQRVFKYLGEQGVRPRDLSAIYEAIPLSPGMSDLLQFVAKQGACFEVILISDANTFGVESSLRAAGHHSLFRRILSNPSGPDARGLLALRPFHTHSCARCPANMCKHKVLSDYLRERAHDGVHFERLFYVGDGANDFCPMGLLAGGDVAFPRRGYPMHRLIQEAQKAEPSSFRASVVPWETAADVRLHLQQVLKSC
MEKK2 WT-MEK5: modulators of MEK5 binding to wildtype MEKK2, primary screen, biochemical, multiplex bead flow cytometry, Alexa488-MEK5; 1.1% of 290,000 active; AID 1531, 2009; Mitogen-activated protein kinase kinase kinase 2 (Homo sapiens), Q9Y2U5; Alexa488-MEK5 binding to MEKK2 WT; actives lie on both sides; binding response (% of control), % at 10 µM; in the data active = binding response below about 67% or above about 130%
NALP1 inh: NALP1 inflammasome inhibitors in reconstituted yeast, colorimetric, S. cerevisiae, triplicate retest; S. cerevisiae NALP1/ASC/caspase-1 growth, X-gal OD620, 72 h; inhibition, % at 10 µM; 0.61% of 280,000 active; AID 2071, 2009; in the data active = inhibition mostly above about 24%, no sharp cut-off; inactive = mostly below about 32%; note: some compounds called inactive have numbers as strong as hits
MEKK2mut PB1 HTS: MEK5 binding signal on mutant MEKK2 PB1, primary screen, biochemical, multiplex bead flow cytometry, Alexa488-MEK5. Alexa488-MEK5 binding to MEKK2 mutant. percent response, % at 10 µM. 0.35% of 290,000 active; in the data active = percent response above about 24%, passing the limit was not always enough; note: inactives centre near 1; some results filed as inactive read as strong as hits; reference of the scale not given here
M18AAP inhibitor: PfM18AAP inhibitors, malaria aminopeptidase, primary screen, biochemical, QFRET, recombinant enzyme; AID 1822, 2009; inhibition, % at 7.35 µM; H-Glu-NHMec fluorogenic cleavage; M18 aspartyl aminopeptidase (Plasmodium falciparum 3D7); 1.2% of 290,000 active;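 active = inhibition above the campaign mean inhibition over all tested compounds plus 3 SD, cut at about 28% in these data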;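 note: 0% = plate median of test compound wells and 100% = 2 mM ZnCl2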
* hit, by the source's call; / = no result given.

no.	smiles	M18AAP inhibitor	GPR7 antagonist	NALP1 inh	MEKK3 PB1 HTS	MEKK2mut PB1 HTS	PHOSPHO1 block	DNA FID counter	MEKK2 WT-MEK5	OXTR ag
1	Cc1cccc(N2CCN(c3cc(C)nc4nnnn34)CC2C)c1 (configuration not stated)	8	3	9	/	/	24	-15	/	-0.8
2	COC(=O)CNc1nc(Cl)nc(Nc2ccc(C)cc2)n1	-15	-2	0	103	-4	16	1	98	-1.9
3	CCOC(=O)C1C(=O)NC(c2ccccc2)=NC1c1ccc(F)cc1 (configuration not stated)	-15	-8	-1	102	8	40	-11	108	0.2
4	COc1ccc(CCC(=O)N2CCN(c3cccc(C)c3C)CC2)cc1	0	5	0	100	-1	44	-41	99	-2.0
5	O=C(C1CCN(S(=O)(=O)N2CCOCC2)CC1)N1CCc2ccccc21	2	2	9	98	6	24	-4	101	0.7
6	COC(=O)c1nn(-c2cccc(C(F)(F)F)c2)c(=O)cc1Sc1ccccn1	1	8	17	97	1	-6	-14	99	-0.5
7	Fc1ccc(CNC(=S)NC2CCCCC2)cc1	3	-10	-17	99	0	-16	-7	99	-2.3
8	O=C(C1CC1)N(CCc1ccccc1)Cc1nc2ccccc2c(=O)[nH]1	4	-7	15	104	7	29	-20	105	2.3
9	Cc1cc(NC(=O)CSc2nc3ccccc3cc2C#N)no1	6	-9	14	100	1	23	-6	100	0.8
10	CCCCCCCOC(=O)C[N+](C)(C)CCOC1CC2CCC1(C)C2(C)C (configuration not stated)	1	28*	34	100	38	-11	21	163*	/
11	Cc1ccc(CNC(=O)CCC(=O)Nc2nnc(C)s2)cc1	0	-14	26	102	0	49	-9	101	-0.1
12	COC(=O)Cn1c(CCS(=O)(=O)c2ccc(Cl)cc2)nc2ccccc21	-2	-8	3	99	1	3	-4	99	-0.6
13	Cn1c(=O)[nH]c(=O)c2c1nc(N1CCCCC1)n2CC(O)COc1ccc([N+](=O)[O-])cc1 (configuration not stated)	-12	-5	4	108	5	39	-31	105	-0.1
14	COC(=O)c1ccccc1NC(=O)CN1C(=O)C2CCCN2c2ncc(Cl)cc21 (configuration not stated)	0	1	27	98	-3	-22	-13	94	-1.1
15	O=[N+]([O-])c1cccc(S(=O)(=O)NCCOc2cccc3cccnc23)c1	2	-7	11	104	6	51	-8	108	1.3
16	CCc1nnc(NC(=O)CSc2nnc(CNc3cccc(Cl)c3)n2CC)s1	4	1	10	101	1	-22	-15	99	-0.3
17	COc1cccc(CNC(=O)[C@@H](C)N2C(=O)N3CCc4c([nH]c5ccc(OC)cc45)C3(C)C2=O)c1 (some centres not stated)	2	-4	-4	100	1	8	-34	103	2.8
18	Cc1ccc(NS(=O)(=O)c2cn(C)c(=O)n(C)c2=O)c(C)c1	-2	-9	10	98	-2	31	-6	97	0.0
19	Cc1cccc(C)c1NC(=O)CCCSc1nnc(-c2ccc(F)cc2)n1-c1ccccc1	-11	-1	29	93	-2	2	-43	95	-2.6
20	CC(NCc1ccc(S(N)(=O)=O)cc1)C(=O)Nc1cccc(Cl)c1 (configuration not stated)	2	0	-12	101	2	15	-2	102	0.4
21	CCCN(CCC)C(=O)C1CCC(CNS(=O)(=O)c2cccc3nsnc23)CC1 (configuration not stated)	0	-14	0	102	2	19	-51	102	2.6
22	Cc1cccc(NC(=O)C2CCCN(S(=O)(=O)c3ccc4[nH]c(=O)ccc4c3)C2)c1 (configuration not stated)	5	-5	18	100	4	7	-32	103	-0.1
23	COc1cccc2cc(C(=O)C3=C(O)C(=O)N(CCN(C)C)C3c3ccc(Cl)cc3)oc12 (configuration not stated)	5	-8	/	90	-2	41	-16	89	-0.8
24	Cc1cc(C(=O)NC2CC(C)(C)Cc3c2cnn3-c2ccc(F)cc2)nn1C (configuration not stated)	-2	-13	7	101	3	42	-49	98	-1.0
25	CC(=O)Nc1nc(-c2ccc3ccccc3c2)cs1	-1	9	8	101	2	-5	-6	101	-1.3
26	CCOc1ccc(CN2CCN(Cc3c[nH]c4ccccc34)CC2)cc1	-2	3	14	99	4	11	13	113	6.6
27	CC1CCCC(C)N1C(=O)Cn1cc(/C=C2/C(=O)Nc3ccccc32)c2ccccc21 (configuration not stated)	-1	-1	0	101	-5	36	-8	93	-2.4
28	COc1cc2c(c(OC)c1O)C(=O)CO2	8	7	-73	100	2	-20	0	94	-0.1
29	OCCNc1c2ccccc2nc2c(F)c(F)c(F)c(F)c12	4	4	47	111	1	-12	-4	107	-0.4
30	CCOc1ccccc1NC(=O)C1CCCN(S(=O)(=O)c2ccc3c(c2)C(C)(C)C(=O)N3C)C1 (configuration not stated)	7	2	21	103	-1	36	-60	98	-0.3
31	C/C(=N\NC(=O)COc1ccccc1-c1ccccc1)c1ccc(O)cc1O	7	-7	/	102	3	35	-22	105	-1.4
32	Cc1ccc(NC(=O)/C(=C/c2cccs2)NC(=O)c2ccco2)c(C)c1	7	-5	18	104	-1	7	1	100	-0.5
33	CN(CCc1ccccn1)C(=O)c1ccc(OC2CCN(CCc3ccccc3)CC2)cc1	-7	-17	10	98	-1	36	16	98	0.8
34	CC(Sc1ccsc1[N+](=O)[O-])C(=O)NCCc1ccc(Cl)cc1 (configuration not stated)	-8	-4	6	95	-4	-1	6	97	0.3
35	O=C(NNc1nc2cc3c(cc2s1)OCO3)c1cccc(F)c1	27	8	20	103	-5	-11	-1	95	1.3
36	CCCCn1nnc(NC(=S)NC(=O)c2cccs2)n1	8	-3	36	98	15	3	-5	109	-0.6
37	Cc1cc(C(=O)N/N=C/C=C/c2ccccc2)c(C)o1	-2	-4	18	104	14	11	-8	126	-1.2
38	c1ccc2c(c1)C(=Nn1cnnc1)c1ccccc1-2	18	0	14	64	-19	7	-3	77	-0.3
39	O=S(=O)(c1cccc(-c2cn3ccccc3n2)c1)N1CCCC1	-3	7	21	100	0	18	-20	101	2.0
40	CN(C(=S)Nc1ccc(F)cc1)C1(c2ccccc2Cl)CCCCC1=O (configuration not stated)	8	-16	-13	85	-11	2	-8	85	-0.9
41	OCn1ncn(-c2ccccc2)c1=S	6	2	6	102	4	6	-1	104	0.3
42	Cc1cc(N)ccc1-c1cc2ccccc2oc1=O	1	2	0	103	1	29	-5	105	-0.2
43	Cc1cc(C(=O)NCc2cccs2)nn1C	-10	-9	18	66	-16	6	-2	76	3.6
44	O=C(CCn1c(=O)sc2ccccc21)NCc1ccco1	4	-6	10	87	0	-5	-4	93	-0.8
45	CCOC(=O)CNC(=O)c1cc(C)oc1C	-2	-4	11	108	9	-8	1	114	0.9
46	COc1ccc(C(C)NC(=S)NCc2ccc(F)cc2)cc1OC (configuration not stated)	-2	14	2	104	7	-15	-9	107	2.9
47	CCOC(=O)C(CCCCOc1cccc(CC)c1)C(=O)OCC	-4	-8	25	106	-1	-9	-7	102	-0.1
48	Nc1nonc1-n1nnc(C(=O)N/N=C/c2cccnc2)c1CSc1ccc(Cl)cc1	4	-13	12	109	3	51	-14	113	15
49	COc1ccc(C(=O)NCCc2nnc(SCC(=O)Nc3ccccc3F)n2C)cc1	-8	-2	4	102	1	23	0	97	-0.3
50	COC(=O)C1CCN(C(=O)CCC2CCCCC2)CC1	-5	4	32	84	-7	-1	-16	85	-0.9

The final 3 entries of the section before are carried over, then new ones follow:
no.	smiles	M18AAP inhibitor	GPR7 antagonist	NALP1 inh	MEKK3 PB1 HTS	MEKK2mut PB1 HTS	PHOSPHO1 block	DNA FID counter	MEKK2 WT-MEK5	OXTR ag
48	Nc1nonc1-n1nnc(C(=O)N/N=C/c2cccnc2)c1CSc1ccc(Cl)cc1	4	-13	12	109	3	51	-14	113	15
49	COc1ccc(C(=O)NCCc2nnc(SCC(=O)Nc3ccccc3F)n2C)cc1	-8	-2	4	102	1	23	0	97	-0.3
50	COC(=O)C1CCN(C(=O)CCC2CCCCC2)CC1	-5	4	32	84	-7	-1	-16	85	-0.9
51	Cn1ncc(N=Cc2ccc([N+](=O)[O-])cc2)c1C(=O)N1CCOCC1	0	-9	5	102	2	1	-2	97	0.0
52	CCc1ccc(NC(=O)C2CCC(CNC(=O)[C@@H]3Cc4ccccc4CN3)CC2)cc1 (some centres not stated)	-3	8	34*	102	2	17	20	108	7.4
53	COc1cc(/C=C2/C(=O)NN(c3cccc(C)c3)C2=O)cc([N+](=O)[O-])c1O	4	-4	-2	102	-5	32	-16	93	0.8
54	CCOC(=O)c1cnc(-n2nc(C)cc2C)nc1Nc1ccc(C)cc1	0	-10	19	/	/	-11	-3	/	/
55	O=C(CC1C(=O)NCCN1C/C=C/c1ccccc1)NCCCC1CCCC1 (configuration not stated)	-2	-5	-2	102	-9	23	-33	94	-0.8
56	CC(C)CCNC(=O)CCc1nnc2ccc(N3CCC(C)CC3)nn12	6	-3	6	102	4	29	-34	101	-2.4
57	CCc1nnc(NC(=O)c2ccc(S(=O)(=O)N3CCCc4ccccc43)cc2)o1	2	7	18	108	6	24	-23	107	1.1
58	Cn1c(NCc2cccc(Br)c2)nc2ccccc21	-7	1	30	97	2	11	8	102	0.9
59	CC(=O)c1cccc(N(CC(=O)Nc2ccc(S(=O)(=O)N3CCCC3)cc2)S(C)(=O)=O)c1	-3	-6	9	101	-4	14	-29	103	-0.4
60	CCOC(=O)c1sc(NC(=O)c2cccnc2)nc1C	/	/	-17	101	1	-3	/	109	1.3

Compounds as they come (roughly 6.2% active in at least one column).
